# TDP1 cell noCPT – qHTS for Inhibitors of human tyrosyl-DNA phosphodiesterase 1 (TDP1): qHTS in cells in absence of CPT. Potency, µM (doses to about 46.2 µM), without a hit: at the highest dose activity change, negative = growth inhibition, most hits filed as inhibitors. DT40 Tdp1-/- hTDP1 cells, no CPT, ATP luminescence, 48 h. hit rate 15% among 420,000. AID 686978, 2013; note: nearly all actives have a fitted effect of over 55% in size
#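 Growth kinetics read by CellTiter-Glo luminescence after ≥48 hr at 37 °C. Cells: DT40 Tdp1-/- stably carrying human TDP1, 400 per well, compound exposure in the absence of CPT (DMSO vehicle).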
# TDP1 inh – qHTS Assay for Inhibitors of Tyrosyl-DNA Phosphodiesterase (TDP1). Tyrosyl-DNA phosphodiesterase 1 (Homo sapiens), Q9NUW8. recombinant TDP1, AlphaScreen DNA substrate cleavage. Potency, µM (series often up to 130 µM), inactives show at the top dose activity change, negative = inhibition, actives largely listed as inhibitors. hit rate 0.28% among 350,000. AID 485290, 2010; note: nearly all actives have a fitted effect of over 40% in size
# Target sequence (Q9NUW8 whole entry, looked up): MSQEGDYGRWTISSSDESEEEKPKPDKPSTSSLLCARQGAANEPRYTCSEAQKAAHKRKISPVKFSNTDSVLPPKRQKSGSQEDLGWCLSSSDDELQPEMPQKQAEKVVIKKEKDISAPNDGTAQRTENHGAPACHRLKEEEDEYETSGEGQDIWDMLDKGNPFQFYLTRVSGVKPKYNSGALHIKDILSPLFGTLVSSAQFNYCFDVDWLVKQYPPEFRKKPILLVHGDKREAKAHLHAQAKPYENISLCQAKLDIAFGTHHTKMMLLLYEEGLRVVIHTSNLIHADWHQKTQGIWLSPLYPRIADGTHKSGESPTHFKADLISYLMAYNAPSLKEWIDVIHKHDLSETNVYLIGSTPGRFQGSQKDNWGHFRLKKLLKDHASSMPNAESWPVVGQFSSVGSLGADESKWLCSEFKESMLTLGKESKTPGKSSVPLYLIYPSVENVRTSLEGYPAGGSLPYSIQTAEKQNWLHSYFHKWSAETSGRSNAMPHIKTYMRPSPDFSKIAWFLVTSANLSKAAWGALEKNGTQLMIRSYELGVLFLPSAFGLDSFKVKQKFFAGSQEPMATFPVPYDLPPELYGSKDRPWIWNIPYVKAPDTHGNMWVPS
#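 AlphaScreen read-out: signal falls as enzyme removes the 3' tyrosine-FITC from a 5'-biotinylated DNA oligo (15 nM, 5 min, RT). Enzyme was E. coli-made recombinant Tdp1 at 1 nM, exposed to compound for 15 min beforehand; beads 10 ug/ml, 10 min.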
# N370S GC – qHTS Assay for Inhibitors and Activators of N370S glucocerebrosidase as a Potential Chaperone Treatment of Gaucher Disease | Potency, µM (series often up to 59.4 µM), inactives show top-dose activity change, negative = inhibition, hits mostly inhibitors | Lysosomal acid glucosylceramidase (Homo sapiens), P04062 | N370S GC spleen homogenate, 4MU-glucoside fluorescence | hit rate 0.092% among 330,000;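 note: 0% = full enzyme activity and -100% = no enzyme basal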
# The depositor's hits bear a star; u = inconclusive; x = not tested or not shown; & = joins results of further samples; [ ] = dose if it differs, or a comment. Calls come from the whole dose curve; as a rule, active = well fitted curve in the direction sought with a large enough effect; inconclusive = small, poorly fitted or top-dose-only effect, or another doubt; inactive = no such curve, though single readings can be large; an effect the other way counts as inactive or inconclusive. Unless noted, % is set by controls: 0 for no effect and ±100 for the full control effect; potency is the fitted concentration of half-maximal effect.
SMILES,TDP1 cell noCPT,TDP1 inh,N370S GC
CCOC(=O)c1ccc(S(=O)(=O)NNC(=O)COc2ccccc2C)cc1,7%,3%,28%
CCC(C)(C)n1nnnc1C(c1ccc(O)cc1)N1CCc2ccccc2C1 (stereo not given),-17%,5%,-1%
CCCCCCCc1nc2nc(C)c(Br)c(=O)n2[nH]1,u,3%,-17%
O=C(CCC(=O)c1cccs1)Nc1ccc(N2CCCCC2)cc1,-8%,4%,-8%
NC(=O)c1cc([N+](=O)[O-])c(Cl)cc1NCc1ccncc1,u,0%,-5%
COc1cccc(O)c1CN1CCC(C(=O)Nc2ccc(-c3cccc(C)c3)cc2)CC1,16µM*,6%,-8%
Cc1nc2ncccn2c1-c1csc(Nc2ccccc2)n1,18µM*,5%,2%
O=[N+]([O-])c1ccc(N2CCN(S(=O)(=O)c3ccccc3)CC2)cc1NCc1ccco1,x,2%,0%
COc1ccc(C)cc1NS(=O)(=O)c1ccc2c(c1)N(C)CCO2,15µM*,7%,1%
O=C(COC(=O)c1cccs1)NCCC1=CCCCC1,1%,-1%,6%
Cc1ccc(OCCc2csc(N)n2)cc1,4%,3%,-6%
Cc1ccc(Cn2nnnc2CN2CCC(O)(c3ccc(F)cc3)CC2)cc1,-26%,1%,2%
COc1cc(/C=N/NC(=O)c2ccncc2)ccc1OC(=O)c1ccccc1Cl,-19%,8%,-11%
CC1CCCN(C(=O)COC(=O)COc2ccc(Cl)cc2)C1 (stereo not given),-16%,-2%,x
Cc1cc(-n2cccn2)ccc1CN1CCN(C2CCCC2)C(CCO)C1 (stereo not given),-27%,5%,-12%
Fc1ccc(CN2C3=NCCCN3c3ccccc32)cc1,u,0%,-1%
FC(F)(F)c1ccc(Oc2ccc3c(C(F)(F)F)cc(C(F)(F)F)nc3n2)cc1,-3%,-3%,-9%
CCN(CC)S(=O)(=O)c1cc(C(=O)O)ccc1Cl,5%,7%,6%
Cc1cccc(C2c3[nH]c4ccccc4c3CCN2C(=O)c2cc(-c3cccn3C)n[nH]2)n1 (stereo not given),u,8%,18%
c1nc(N2CCOCC2)c2cc(-c3ccoc3)ccc2n1,u,x,19%
CCCNc1nc(Cl)nc(Nc2ccc(Cl)cc2)n1,u,2%,-6%
CCc1nnc(NC(=O)CSc2nc3c(cc2C#N)CCC3)s1,u,2%,8%
COc1ccc(C(=O)NNC(=O)C(=O)Nc2ccc(C)cc2)cc1,u,0%,-1%
CC1(C)CC2CC(C)(CN2C(=O)c2cc(-c3ccc(O)cc3)on2)C1 (stereo not given),u,13%,-3%
COc1ccc(CCNS(=O)(=O)c2cc(-c3onc(C)c3C)ccc2OC)cc1OC,u,3%,x
CCOc1ccc(CSCCNC(=S)Nc2ccc(OC)cc2)cc1,23µM*,x,0%
CCCC(=O)Nc1nnc(S(=O)(=O)N(CC)c2ccc(OC)cc2)s1,-18%,x,-4%
CCC1(C(=O)OC)NC(c2ccco2)C2C(=O)N(c3ccccc3)C(=O)C21 (stereo not given),4%,5%,5%
COc1cc(-c2csc(C)n2)ccc1O,-5%,-2%,-2%
CCNC(=S)Nc1cccc(F)c1C,-10%,-1%,2%
CC1=[N+]([O-])C(C)(C)C(C)N(O)C1=O (stereo not given),1%,-2%,-32%
CCOc1ccc(C(=O)COC(=O)CN2C(=O)NC3(CCCCC3C)C2=O)cc1 (stereo not given),13%,1%,x
COc1ccc(C)cc1NC(=O)C1CCCN(S(=O)(=O)c2cccc3nonc23)C1 (stereo not given),u,5%,2%
O=C(/C=C/c1ccccc1Cl)NCCN1CCOCC1,-20%,2%,7%
CCn1cc([C@@H]2C[C@H]3CN(Cc4cccc(Cl)c4)C(=O)[C@]34CCCN24)c(C)n1,-12%,1%,-1%
COc1ccc(C(CNC(=O)c2oc3cc(Br)ccc3c2C)N2CCCCC2)cc1 (stereo not given),23µM*,6%&2%,3%
O=C(N/N=C/c1ccc(O)c(O)c1)c1cccc(S(=O)(=O)N2CCCCC2)c1,-20%,2%,-11%
COc1ccc(CNC(=O)CCSCc2cccc(F)c2)cc1,3%,x,-22%
CN(C)S(=O)(=O)c1ccc(Cl)c(C(=O)OCC(=O)NNC(=O)c2cccs2)c1,1%,0%,x
CCn1c(CSc2nc3ccccc3s2)nnc1SCC(=O)c1ccc(Cl)cc1,21µM*,7%,5%

# As a working copy, part of the list above:
SMILES,TDP1 cell noCPT,TDP1 inh,N370S GC
COc1ccc(C)cc1NC(=O)C1CCCN(S(=O)(=O)c2cccc3nonc23)C1 (stereo not given),u,5%,2%
O=C(/C=C/c1ccccc1Cl)NCCN1CCOCC1,-20%,2%,7%

# Other records follow.
SMILES,TDP1 cell noCPT,TDP1 inh,N370S GC
COC(=O)c1sccc1S(=O)(=O)N1CCN(c2cccc(C)c2C)CC1,23µM*,2%,x
O=C(CC1C(=O)NCCN1Cc1cccc(C(F)(F)F)c1)NC1CCCCCC1 (stereo not given),u,4%,-1%
COc1ccc(C(C)=O)cc1COc1ccc(-n2cnnn2)cc1,-24%,-9%,2%
O=C1[C@H]2CC3CCC2(O3)[C@@H]2OCCCN12 (stereo not given in full),-8%,0%,-16%
O=C(NCCCn1ccnc1)/C(=C\c1cccnc1)NC(=O)c1cccc(Br)c1,-20%,4%,1%
COc1ccccc1CNC(=O)CSc1ncc2c(n1)-c1cc(Cl)ccc1N(Cc1ccccc1)S2(=O)=O,u,3%,x
O=C(OCC(=O)N1CCCCCC1)c1ccc[nH]c1=O,9%,0%,x
NC1=NC(=O)/C(=C\c2ccco2)S1,-10%,x,0%
CN1CCN(c2nc3c(c(=O)n(C)c(=O)n3C)n2CC(=O)C23CC4CC(CC(C4)C2)C3)CC1,-5%,4%,4%
Nn1c(COc2ccccc2)nnc1SCc1cc(=O)[nH]c2ccccc12,-16%,2%,0%
Cc1ccccc1NC(=O)CSC1=C(C#N)C(c2ccsc2)CC(=O)N1 (stereo not given),u,5%,-9%
O=C(c1ccccc1)N1CCc2ccccc21,-14%,-4%,11%
CCOC(=O)c1csc(NC(=O)CSc2nnnn2CC)n1,-14%,4%,3%
COc1cccc(/C=C(/C(=O)OCC(N)=O)c2ccccc2)c1,-26%,3%,-6%
NS(=O)(=O)c1ccc(N=Nc2c(O)ccc3ccccc23)cc1,u,2%,-1%
O=[N+]([O-])c1cccc(/C=N/N2CCN(c3ccccn3)CC2)c1,u,0%,5%
COc1cccc(/C=N/NC(=O)c2ccc(=O)n(C)c2)c1OC,9%,-2%,4%
Cc1nc2sc3c(c2c(=O)n1N)CCC3,1%,0%,-1%
O=C1[C@H]2[C@@H](c3ccc(Cl)cc3)N3C(=O)N(c4cccc(Cl)c4)C(=O)[C@@]3(Cc3ccccc3)[C@H]2C(=O)N1C1CCCCC1,12µM*,0%,-4%
COc1ccc(CCN(C)C(=O)c2ccc(S(=O)(=O)NCc3ccco3)cc2)cc1OC,-4%,0%,3%

# Shown with two lines to a compound: 5 of the compounds above
# Value order – TDP1 cell noCPT | TDP1 inh | N370S GC
CCOC(=O)c1csc(NC(=O)CSc2nnnn2CC)n1
→ -14% | 4% | 3%
COc1cccc(/C=C(/C(=O)OCC(N)=O)c2ccccc2)c1
→ -26% | 3% | -6%
NS(=O)(=O)c1ccc(N=Nc2c(O)ccc3ccccc23)cc1
→ u | 2% | -1%
O=[N+]([O-])c1cccc(/C=N/N2CCN(c3ccccn3)CC2)c1
→ u | 0% | 5%
COc1cccc(/C=N/NC(=O)c2ccc(=O)n(C)c2)c1OC
→ 9% | -2% | 4%

# Following part.
SMILES,TDP1 cell noCPT,TDP1 inh,N370S GC
O=C(CCCn1c(SCC(=O)c2ccccc2)nc2ccccc2c1=O)NCC1CCCO1 (stereo not given),u,5%,19%
CCn1c(=O)cc(N2CCCCC2)[nH]c1=O,-8%,-3%,4%
Cc1cc(C)nc(NC(=O)/C=C/c2cccs2)c1,-3%,3%,-2%
COc1ccc(-n2c(Cc3cccn3C)nnc2SCC(=O)Nc2ccccc2OC)cc1,-9%,5%,-16%
Cc1cc(NC(=O)NCc2ccccc2)c(=O)n(Cc2ccc(F)cc2)c1,u,x,-7%
Cn1c(SCC(=O)Nc2ccc3nc(SCC(=O)N4CCCC4)sc3c2)nnc1-c1ccc(N)cc1,u,35µM*,16%
CCN(CC(=O)Nc1ccc(OC)cc1)CC(=O)N1CC(=O)Nc2ccccc21,-6%,1%[56.1 µM],x
O=C(c1cnn(-c2ccccc2)c1-n1cccc1)N1CCN(C2CCCCC2)CC1,u,x,1%
CC(NC(=O)CN1c2cccc3cccc(c23)S1(=O)=O)c1ccc(S(N)(=O)=O)cc1 (stereo not given),u,x,-12%
Cc1ccc(NC2=C(Cl)C(=O)c3ccccc3C2=O)cc1,13µM*,3%,19%
CCN1C(=O)C(CC(=O)NCCc2ccccc2)N(NC(=O)c2cccnc2)C1=S (stereo not given),-20%,0%,-2%
COCCN(C(=O)Nc1ccccc1OC)c1nc2ccccc2s1,u,-3%,-4%
Cc1cc(C(=O)Nc2ccccc2C(=O)O)oc1C,-24%,3%,3%
CC(=O)c1cccc(NC(=O)CCn2nc(C)c(S(=O)(=O)N(C)C)c2C)c1,-25%,-6%,x
Cc1cc(=O)[nH]c(=O)n1Cc1ccccc1,7%,6%,-2%
Cc1cccc(OCC(=O)Nc2ccc(S(=O)(=O)Nc3onc(C)c3C)cc2)c1C,u,-2%,-4%
CCn1c2ccccc2c2cc(NC(=O)COC(=O)c3cc(Cl)c(N)cc3OC)ccc21,u,x,6%
CCOc1cc(CN2CCC(n3nccc3NC(=O)C3CC3)CC2)ccc1O,2%,1%,-19%
COc1cc(NC(=O)CN2CC(c3ccccc3)CC2=O)cc(OC)c1 (stereo not given),1%,-3%,4%
Cc1ccc2oc(Nc3nc(C)c(C)c(C)n3)nc2c1,u,6%,-10%
CCN(CC)C(CNC(=O)CSc1nnnn1-c1ccc(C)c(C)c1)c1ccco1 (stereo not given),u,1%,x
COc1ccc(CNC(=O)COC(=O)c2cc3ccccc3cc2O)cc1OC,-2%,-4%,x
CCOC(=O)CON1C(=O)C(=O)N(OCC(=O)OCC)[C@H]2CCCC[C@H]21,-2%,x,-8%
CCOc1ccc(CCNC(=O)c2ccc3nc(CC)c(CC)nc3c2)cc1,u,3%&-4%,-16%
Cc1cc(O)c(/C=N/Nc2ccccc2)c(=O)o1,-26%,3%,12%
Cc1ccccc1C(=O)N(CC(=O)Nc1sc(C)c(C)c1C(N)=O)C1CCCC1,15µM*,-3%,2%
CCOC(=O)c1ccc(NC(=O)COC(=O)Cc2csc(-c3ccccc3)n2)cc1,15%,-5%,6%
Cc1cc(C(=O)N/N=C/c2ccc([N+](=O)[O-])o2)c(C)o1,18µM*,-14%,-2%
N#Cc1ccc(S(=O)(=O)NC[C@H]2O[C@@H](n3cnc4c(N)ncnc43)[C@H](O)[C@@H]2O)cc1,-2%,0%[56.1 µM],x
FC(F)(F)c1nnc2ccc(N3CCOCC3)nn12,8%,9%,6%

# Five of the compounds above, with bars between the fields:
SMILES | TDP1 cell noCPT | TDP1 inh | N370S GC
Cc1ccccc1C(=O)N(CC(=O)Nc1sc(C)c(C)c1C(N)=O)C1CCCC1 | 15µM* | -3% | 2%
CCOC(=O)c1ccc(NC(=O)COC(=O)Cc2csc(-c3ccccc3)n2)cc1 | 15% | -5% | 6%
Cc1cc(C(=O)N/N=C/c2ccc([N+](=O)[O-])o2)c(C)o1 | 18µM* | -14% | -2%
N#Cc1ccc(S(=O)(=O)NC[C@H]2O[C@@H](n3cnc4c(N)ncnc43)[C@H](O)[C@@H]2O)cc1 | -2% | 0%[56.1 µM] | x
FC(F)(F)c1nnc2ccc(N3CCOCC3)nn12 | 8% | 9% | 6%

# (cont.)
SMILES,TDP1 cell noCPT,TDP1 inh,N370S GC
CSc1ccc(Cl)c(C(=O)NCCOc2ccccc2)c1,u,-8%,9%
CC(C)CN1C=C2C(=O)C(C)(OC(=O)CCc3ccccc3)C(=O)C=C2C=C1c1ccc(C#N)cc1 (stereo not given),18µM*,-8%[21 µM],6%[12.8 µM]
CC1Cc2cc(S(=O)(=O)N3CCN(C)CC3)ccc2N1C(=O)C1CC1 (stereo not given),10%,-1%,-1%
CCOc1ccc(NS(=O)(=O)c2ccc(C(=O)NCC(c3ccccc3OC)N3CCCC3)cc2)cc1 (stereo not given),18µM*,x,-20%
CCOc1ccc(N2CC(=O)N(c3ccc(OCC)cc3)CC2=O)cc1,2%,1%,11%
CCN(CC)C(=O)C(=O)c1cn(CC(=O)N2CCc3ccccc3C2)c2ccccc12,u,-5%,19%
O=C(COC(=O)CNC(=O)c1ccc(Cl)cc1Cl)NC1CC1,0%,-4%,x

# Not all compounds are listed; rates above refer to the full screens.
